Integrin act MD: activators of alpha7 integrin expression for muscular dystrophy; Potency, µM (doses to about 38.3 µM), for the others: at the top dose activation, most hits filed as activators; alpha7betagal myoblasts, beta-gal FDG fluorescence, 48 h; 350,000 compounds, 0.064% hits;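 note: potency is the fitted concentration of half-maximal effect; 100% = response of the positive control SU9516; nearly all actives have a fitted effect of over 60% in size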
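Alpha7betagal+/- myoblasts (passage 13) were plated 16-24 hr, then exposed to compounds (1:260 dilution of DMSO stock) for 48 hours at 37C. After MPER lysis, β-galactosidase reporter activity was read as FDG fluorescence (ex 480/em 540) after 30 minutes.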
B2AR arrestin: recruits beta-arrestin to the human beta2-adrenergic receptor | Potency, µM (top dose mostly 46.1 µM), inactives show at the top dose activation, actives largely listed as activators | 330,000 compounds, 0.02% hits | beta-arrestin recruitment to beta2AR, cell-based reporter;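 note: potency is the fitted concentration of half-maximal effect; 0% = DMSO controls and full agonism = EC100 isoproterenol or metaproterenol; nearly all actives have a fitted effect of over 65% in size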
PTAP TSG101 blk: blocks PTAP/TSG101 interaction to inhibit HIV-1 budding; Potency, µM (highest dose often 115 µM), without a hit: top-dose activity change, negative = inhibition, most hits filed as inhibitors; 340,000 tested, under 10 active; Q99816; Fluorescence polarization, FITC-PTAP peptide / Tsg101 binding; active = well fitted inhibition curve with a large enough effect in the main read-out, with a control signal flat, not every such curve was filed as active; inconclusive = small, poorly fitted or top-dose-only effect, or effect the other way, or a change in a side signal; inactive = no such curve, though single readings can be large or run the other way; note: potency is the fitted concentration of half-maximal effect; % of control where 0% means no effect
Target sequence (Q99816 whole entry, looked up): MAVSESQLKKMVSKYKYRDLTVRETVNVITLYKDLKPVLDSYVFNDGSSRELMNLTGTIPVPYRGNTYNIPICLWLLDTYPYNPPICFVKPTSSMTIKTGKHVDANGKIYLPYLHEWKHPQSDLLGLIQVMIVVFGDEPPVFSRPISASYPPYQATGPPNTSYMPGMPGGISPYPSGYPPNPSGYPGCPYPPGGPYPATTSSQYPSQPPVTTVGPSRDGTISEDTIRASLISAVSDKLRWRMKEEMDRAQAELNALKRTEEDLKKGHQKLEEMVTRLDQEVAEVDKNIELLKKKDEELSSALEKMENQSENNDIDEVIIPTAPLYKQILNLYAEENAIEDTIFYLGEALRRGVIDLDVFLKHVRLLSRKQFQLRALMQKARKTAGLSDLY
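Steps: Tsg101 binding domain dispensed (10 uM final), compounds pinned in DMSO, FITC-labeled PTAP-motif peptide added (50 nM final); after 20 min binding at room temperature, polarization measured.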
Tb PFK block: blocks T. brucei phosphofructokinase; O15648; T. brucei PFK, ADP-Glo luminescence; Potency, µM (doses to about 57.5 µM), for inactives: at the top dose activity, negative = inhibition, hits mostly inhibitors; 330,000 compounds, 0.17% hits;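 note: potency is the fitted concentration of half-maximal effect; 0% = uninhibited 1x PFK enzyme wells and -100% = no-enzyme wells; nearly all actives have a fitted effect of over 60% in size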
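Compounds were pin-transferred as a titration series up to 57 uM into substrate buffer (0.5 mM F6P, 0.1 mM ATP, pH 8.0), then 1.25 nM PFK was added and reactions ran 45 min before ADP-Glo detection.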
Menin MLL FP TR: displaces Texas Red mutant MLL peptide from human menin | Menin + Texas Red MLL mutant peptide, fluorescence polarization | Potency, µM (series often up to 61.6 µM), for the others: at the top dose FP activity change, negative = inhibition, most hits filed as inhibitors | 270,000 compounds, 0.23% hits; active = well fitted inhibition curve with a large enough effect in the polarisation, with a control signal flat, not every such curve was filed as active; inconclusive = small, poorly fitted or top-dose-only effect, or effect the other way, or a change in a side signal; inactive = no such curve, though single readings can be large or run the other way; the % refers to the polarisation; note: potency is the fitted concentration of half-maximal effect; % of control where 0% means no effect; many of its hits are not listed in these tables
Target sequence (O00255 whole entry, looked up): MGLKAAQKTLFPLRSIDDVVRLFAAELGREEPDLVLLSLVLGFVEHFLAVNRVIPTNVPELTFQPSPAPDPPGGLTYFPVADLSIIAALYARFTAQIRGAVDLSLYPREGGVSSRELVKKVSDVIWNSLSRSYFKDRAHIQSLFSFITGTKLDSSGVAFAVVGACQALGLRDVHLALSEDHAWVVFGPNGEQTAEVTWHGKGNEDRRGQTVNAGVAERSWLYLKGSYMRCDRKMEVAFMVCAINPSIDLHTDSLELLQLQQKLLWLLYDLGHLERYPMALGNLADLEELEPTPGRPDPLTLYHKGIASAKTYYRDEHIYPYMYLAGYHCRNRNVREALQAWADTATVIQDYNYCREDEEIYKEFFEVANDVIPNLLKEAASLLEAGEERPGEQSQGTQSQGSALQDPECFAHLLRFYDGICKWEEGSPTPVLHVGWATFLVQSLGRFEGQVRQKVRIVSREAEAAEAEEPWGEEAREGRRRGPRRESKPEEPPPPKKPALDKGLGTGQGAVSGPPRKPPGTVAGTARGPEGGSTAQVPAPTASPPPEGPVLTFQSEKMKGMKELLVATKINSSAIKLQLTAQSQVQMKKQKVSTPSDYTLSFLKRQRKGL
BCR signal inh: inhibitors of chronic active B-cell receptor signaling | ABC-DLBCL IkBa-CBG/CBR reporter, luminescence ratio, 4 h | Potency, µM (top dose mostly 46.1 µM), for the others: at the top dose ratio change, negative = lower green/red ratio, usual class: inhibitors | 340,000 compounds, 0.05% hits | AID 493014; active = well fitted inhibition curve with a large enough effect in the signal ratio, with a control signal flat, not every such curve was filed as active; inconclusive = small, poorly fitted or top-dose-only effect, or effect the other way, or a change in a side signal; the % refers to the signal ratio;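 note: potency is the fitted concentration of half-maximal effect; plate controls were basal doxycycline-induced cells for no effect and cells given 10 µM MG132 for full effect; MG132 reads +100%, hits lower the ratio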
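Doxycycline induced both beetle luciferases in TMD8 lymphoma cells; IKK-driven degradation limits the IkappaBalpha-fused green signal, while red luminescence normalises for cell number and nonspecific effects. Compounds tested up to 46 uM, 4 hrs.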
Coupling enz: inhibits coupling enzyme system, counter-screen for aldolase hits. coupling enzyme system counterscreen, AmpLite Red fluorescence. activity change, negative = inhibition, % at 58.2 µM, hits read low. 290,000 compounds, 0.67% hits. AID 2472; in the data active = activity change below about -30%; note: % is set by controls: 0 for no effect and ±100 for the full control effect
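Final compound at 57.5 uM, incubated 10 min at RT with coupling enzyme reagent (glyceraldehyde-3-phosphate), then 20 min with substrate and AmpLite Red detection. Fluorescence read at 525/598 nm; tests interference with the coupling assay, not aldolase inhibition.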
PKM2 activator: increases activity of human pyruvate kinase M2; P14618; purified PKM2, Kinase-Glo ATP luminescence, activation; response scale: 0% is enzyme alone, no compound; Potency, µM (series often up to 57.5 µM), for inactives: top-dose activation, usual class: activators; 260,000 compounds, 0.34% hits; AID 1631; note: potency is the fitted concentration of half-maximal effect; % is set by controls: 0 for no effect and ±100 for the full control effect; nearly all actives have a fitted effect of over 55% in size
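Kinase-Glo luminescence reports ATP generated from ADP (0.1 mM) and PEP (0.5 mM) by purified hPK-M2 after 1 h at room temperature, pH 7.2 imidazole buffer; intermediate enzyme activity allows detecting inhibitors and activators.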
GALK inhibitor: blocks human galactokinase activity. Potency, µM (highest dose often 57.5 µM), for the others: at the top dose activity change, negative = inhibition, hits mostly inhibitors. 270,000 compounds, 0.007% hits. P51570. Purified GALK, Kinase-Glo residual ATP luminescence; note: potency is the fitted concentration of half-maximal effect; % is set by controls: 0 for no effect and ±100 for the full control effect
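Compounds were pin-transferred into ATP buffer (35 uM final), then GALK plus galactose (5 nM, 100 uM final) was added. After 1 h at room temperature, Kinase-Glo Plus was added and luminescence read after 10 min.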
ASM inhibitor: inhibitors of human secretory acid sphingomyelinase | P17405 | placental ASM, HMU-PC fluorogenic substrate, 60 min | Potency, µM (doses to about 57.5 µM), for inactives: at the top dose activity change, negative = inhibition, hits mostly inhibitors | 340,000 compounds, 0.006% hits | AID 504937; note: potency is the fitted concentration of half-maximal effect
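Human placenta-derived ASM preincubated with compound 10 min at room temperature, then reacted with 9 uM (final) fluorogenic HMU-PC substrate for 60 min at 37 C. Stop solution raises pH to 10; fluorescence read at Ex 386/Em 447 nm.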
Giardia killer: kills Giardia lamblia; Giardia lamblia trophozoite viability; activity change, % at 7.66 µM, hits read low; 340,000 compounds, 0.15% hits; in the data active = activity change below about -80%; inconclusive = between about -30% and that limit;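 note: parasites exposed to compound for two days anaerobically before the ATP read; % is set by controls: 0 for no effect and ±100 for the full control effect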
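Killing of trophozoites was scored by loss of ATP luminescence after a 48 hrs anaerobic exposure to compounds at 37 deg C, using 100 cells per well.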
* hit, by the source's call; ? = inconclusive; · = not tested or not shown; [ ] = dose if it differs, or a comment. Unless noted, calls come from the whole dose curve; as a rule, active = well fitted curve in the direction sought with a large enough effect; inconclusive = small, poorly fitted or top-dose-only effect, or another doubt; inactive = no such curve, though single readings can be large; an effect the other way counts as inactive or inconclusive.

SMILES	Integrin act MD	B2AR arrestin	PTAP TSG101 blk	Tb PFK block	Menin MLL FP TR	BCR signal inh	Coupling enz	PKM2 activator	GALK inhibitor	ASM inhibitor	Giardia killer
CCCCOc1ccc(C(=O)N2CCN(c3ccc(N4CCOCC4)nn3)CC2)cc1	34%	-0.9%	-5%	0%	·	-1%	·	·	·	273%[activator]	19
COc1ccc(Cl)cc1S(=O)(=O)NC1CC(C)(C)NC(C)(C)C1	13%	-0.2%	-1%	8%	-1%	0%	-1	-1%	-2%	-2%	13
C/C(=N\NC(=S)NC(C)C)c1cccc([N+](=O)[O-])c1	-15%	-0.6%	0%	-7%	2%	?	-1	4%	1%	·	9
FC(F)Oc1ccc(NC(=S)NCCc2ccccn2)cc1	-14%	0.0%	0%	0%	4%	?	3	7%	1%	1%	-30
CCCc1[nH]n(-c2ccc([N+](=O)[O-])cc2)c(=O)c1C(C)=NCc1ccncc1	-9%	-0.5%	-8%	1%	·	?	-2	-2%	0%	-1%	-8
O=C(CN1C(=O)NC2(CCc3ccccc32)C1=O)c1ccc(F)cc1 (stereo not drawn)	26%	-0.1%	0%	-4%	·	-1%	·	·	·	6%	4
CCN(CC)c1ccc2cc(C#N)c(=O)oc2c1	-10%	0.0%	-15%	-3%	14%	-10%	-1	-9%	5%	130%[activator]	-6
COc1cccc(C(=O)NCc2ccccc2OC)c1	11%	-0.3%	-4%	-1%	4%	-6%	-1	-3%	-1%	-1%	-7
COc1cc(C2Nc3cc(C)c(C)cc3NC3=C2C(=O)CC(C)(C)C3)ccc1OC(C)=O (stereo not drawn)	1%	0.4%	-2%	-12%	1%	4%	2	3%	0%	-3%	10
O=C(NCCC1CCCCN1S(=O)(=O)c1ccc(F)cc1)C(=O)NCc1ccncc1 (stereo not drawn)	16%	0.2%	0%	19%	·	12%	·	·	·	-2%	-22
CC1(C)OC(C(N)=O)C(C(N)=O)O1 (stereo not drawn)	-12%	0.3%	-4%	-4%	15%	2%	3	-2%	3%	0%	-8
C[C@]12c3[nH]c4ccccc4c3CCN1C(=O)C(CC(=O)NCc1cccc(C(F)(F)F)c1)C[C@@H]2C(=O)N1CCCCC1 (stereo partly drawn)	-27%	-0.9%	-7%	-2%	·	?	·	·	·	-13%	0
Cc1cccn2c(=O)c(/C=N/O)c(N3CCOCC3)nc12	-6%	0.2%	1%	1%	0%	-6%	1	-7%	-1%	3%	-18
CC1CC(C)CN(C(=O)CSc2nc(N)cc(=O)[nH]2)C1 (stereo not drawn)	18%	0.1%	0%	4%	-12%	-1%	0	-1%	-1%	7%	-16
CCOCCCNC(=O)C1(O)c2cc(Br)ccc2NC(=O)N1c1ccc(CC)cc1 (stereo not drawn)	-9%	0.1%	-2%	-2%	-30%	0%	5	·	-1%	4%	12
C=C1C(=O)O[C@@H]2[C@H]1CC[C@H](C)[C@]1(O)CCC(=O)[C@@]21C	-72%[inhibitor]	0.3%	-3%	-3%	-3%	?	6	·	2%	-1%	-22
CC(C)(C)N(Cc1ccccc1)C(=O)COC(=O)C1CC1	6%	-0.1%	0%	2%	·	3%	·	·	·	-4%	8
COCc1cc(C)nc2sc3c(=O)n(-c4cccc5ccccc45)nnc3c12	1%	0.2%	5%	0%	6%	-4%	-7	7%	1%	2%	-2
COc1cccc(C2CCCCN2Cc2nc(-c3ccc(C)o3)oc2C)c1 (stereo not drawn)	-14%	-0.1%	-3%	4%	8%	16%	2	1%	-1%	2%	-7
Cc1ccc(-n2cc(CCCCCCCCC(=O)O)nn2)cc1	5%	-1.6%	-3%	-4%	-9%	4%	10	-1%	·	0%	11
Cc1ccccc1C(=O)c1c[nH]c(C(=O)N2CCN(c3ccccc3F)CC2)c1	13%	0.4%	-1%	0%	-8%	?	-4	-2%	4%	7%	-24
CC(CN1CCOCC1)OC(=O)c1cccc(Cl)c1 (stereo not drawn)	10%	-0.1%	-1%	3%	-5%	?	4	-5%	-2%	4%	11
COc1ccc(-n2c(SCC(=O)Nc3cc(C(=O)O)ccc3C)nc3ccccc3c2=O)cc1Cl	?	1.4%	-6%	1%	·	?	9	-3%	·	-6%	-2
CC1C(c2ccccc2)=[N+]([O-])C2(CCCC2)N1O (stereo not drawn)	-8%	-0.6%	-1%	4%	-3%	-3%	8	24%	4%	1%	0
COC(=O)c1ccccc1NC(=O)Nc1nnc(N2CCCCC2C)s1 (stereo not drawn)	-22%	0.0%	-5%	-1%	3%	2%	0	-1%	·	0%	-17

8 structures out of the list, arranged by molecular weight, lowest first.
SMILES	Integrin act MD	B2AR arrestin	PTAP TSG101 blk	Tb PFK block	Menin MLL FP TR	BCR signal inh	Coupling enz	PKM2 activator	GALK inhibitor	ASM inhibitor	Giardia killer
CCN(CC)c1ccc2cc(C#N)c(=O)oc2c1	-10%	0.0%	-15%	-3%	14%	-10%	-1	-9%	5%	130%[activator]	-6
CC1CC(C)CN(C(=O)CSc2nc(N)cc(=O)[nH]2)C1 (stereo not drawn)	18%	0.1%	0%	4%	-12%	-1%	0	-1%	-1%	7%	-16
Cc1ccc(-n2cc(CCCCCCCCC(=O)O)nn2)cc1	5%	-1.6%	-3%	-4%	-9%	4%	10	-1%	·	0%	11
O=C(CN1C(=O)NC2(CCc3ccccc32)C1=O)c1ccc(F)cc1 (stereo not drawn)	26%	-0.1%	0%	-4%	·	-1%	·	·	·	6%	4
Cc1ccccc1C(=O)c1c[nH]c(C(=O)N2CCN(c3ccccc3F)CC2)c1	13%	0.4%	-1%	0%	-8%	?	-4	-2%	4%	7%	-24
CCCCOc1ccc(C(=O)N2CCN(c3ccc(N4CCOCC4)nn3)CC2)cc1	34%	-0.9%	-5%	0%	·	-1%	·	·	·	273%[activator]	19
CCOCCCNC(=O)C1(O)c2cc(Br)ccc2NC(=O)N1c1ccc(CC)cc1 (stereo not drawn)	-9%	0.1%	-2%	-2%	-30%	0%	5	·	-1%	4%	12
C[C@]12c3[nH]c4ccccc4c3CCN1C(=O)C(CC(=O)NCc1cccc(C(F)(F)F)c1)C[C@@H]2C(=O)N1CCCCC1 (stereo partly drawn)	-27%	-0.9%	-7%	-2%	·	?	·	·	·	-13%	0

Further records follow.
SMILES	Integrin act MD	B2AR arrestin	PTAP TSG101 blk	Tb PFK block	Menin MLL FP TR	BCR signal inh	Coupling enz	PKM2 activator	GALK inhibitor	ASM inhibitor	Giardia killer
O=C(Nc1cccnc1)Nc1ccc(Br)cc1Cl	15%[7.66 µM]	-0.2%	-4%	0%	4%	13%	3	-13%	1%	-5%	-4
CCOC(=O)c1cc(-c2ccccc2)n(CC(=O)N2CCCC2)c1C	8%	-0.3%	-3%	1%	-25%	0%	0	1%	3%	1%	-2
CSc1ccc(CN(C)CC(=O)NCc2ccc(F)cc2)cc1	-9%	-1.4%	-1%	-6%	-15%	-9%	1	-10%	14%	1%	-11
CC(C)(C)C(=O)NC(Nc1cccc2cccnc12)C(Cl)(Cl)Cl (stereo not drawn)	-46%[inhibitor]	0.2%	-16%	0%	26%	?	-66*	-6%	-2%	-13%	-15
CCCc1cc(=O)[nH]c(SCC(=O)Nc2ccc(Br)cc2Br)n1	-16%	-0.1%	-1%	0%	-1%	0%	11	1%	0%	-1%	30[activator]
CC(C)Cn1nc(NC(=O)C(C)(C)C)c2cc3ccccc3nc21	-7%	-0.5%	-14%	-2%	9%	?	0	-3%	9%	169%[activator]	3
CCCc1cc(=O)n2[nH]c(-c3cccc(Br)c3)cc2n1	-1%	0.2%	1%	-1%	2%	-12%	0	-7%[11.5 µM]	4%	6%	-2

Assay outcomes from PubChem.

Only part of the results is shown. The share of hits here may be higher or lower than overall.
